# CaV13 ICDI inh = Disruptors of the CACNA1D IQ motif to Ca2+-dependent inactivation inhibitor domain association, primary screening, Förster resonance energy transfer in intact living … | AID 743397 | inhibition, % at 12.3 µM | 340,000 compounds, 0.098% hits | HEK cells, CFP/YFP FRET ICDI-IQ, plate reader, 10 min; percent FRET-ratio fall versus neutral wells;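 active = mean replicate inhibition of at least 30% and at least 1% of replicates passing that level; inconclusive = only one of the two criteria is met; inactive = neither criterion is met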;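 also: 0% = median of the neutral control wells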
# MITF TRPM1 inh = reduces MITF-dependent TRPM1 promoter luciferase signal. inhibition, % at 12.5 µM. AID 488899. SK-MEL-5 TRPM1 promoter luciferase, 24 h. 330,000 compounds, 0.83% hits;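 active = mean inhibition across replicates of 60% or more, whatever share of single replicates reaches that level; inconclusive = some that reach 60%, reason not given; inactive = mean inhibition across replicates below 60%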; also: values of inactives mirror those of a sister screen read the other way
# Exocytosis inh = lytic granule exocytosis inhibition | TALL-104 LAMP-1 surface exposure, flow cytometry; cells stimulated with thapsigargin and PMA | inhibition, % at 10 µM | 360,000 compounds, 0.66% hits | AID 651702;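 active = inhibition above about 55%, limit read from the data; inconclusive = no clear call, values can overlap the other calls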
# Peg3 prom inh = Peg3 promoter activity inhibition. 360,000 compounds, 1.7% hits. inhibition, % at 20 µM. HeLa PEG-Prom luciferase reporter, luminescence, overnight;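 active = inhibition of at least 50% at 20 µM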
# HIF-2a inh = HIF-2a inhibition. 786-0 RCC cells HIF-2a reporter, luciferase luminescence, overnight. inhibition, % at 18.8 µM. 360,000 compounds, 0.72% hits. AID 624352;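 active = inhibition of the luminescence signal of 40% or more relative to plate controls, in a single-dose primary screen at 18.75 µM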
# aDG glyco act = increases alpha dystroglycan glycosylation; Pro5-aDG cells, alpha-DG glycosylation AlphaScreen (IIH6); 0% Pro5, 100% B10-LARGE cell signal; activation, % at 10 µM; 360,000 compounds, 0.22% hits; AID 624168;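 active = activation of at least 8% versus controls, or a plate z-score of at least 8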;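 also: Pro5 are CHO cells carrying HIG-tagged alpha-DG that lacks glycosylation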
# PDI inh = inhibitors of human protein disulfide isomerase | 350,000 compounds, 0.052% hits | inhibition, % at 10 µM | AID 588391 | PDI insulin aggregation turbidity, A650, 90 min;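 active = mean inhibition across replicates of 30% or more, whatever share of single replicates reach that level; inconclusive = mean inhibition below 30% while every single replicate reaches 30%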;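 also: absorbance from insulin aggregation driven by PDI reduction with DTT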
# Target sequence (P07237 whole entry, looked up): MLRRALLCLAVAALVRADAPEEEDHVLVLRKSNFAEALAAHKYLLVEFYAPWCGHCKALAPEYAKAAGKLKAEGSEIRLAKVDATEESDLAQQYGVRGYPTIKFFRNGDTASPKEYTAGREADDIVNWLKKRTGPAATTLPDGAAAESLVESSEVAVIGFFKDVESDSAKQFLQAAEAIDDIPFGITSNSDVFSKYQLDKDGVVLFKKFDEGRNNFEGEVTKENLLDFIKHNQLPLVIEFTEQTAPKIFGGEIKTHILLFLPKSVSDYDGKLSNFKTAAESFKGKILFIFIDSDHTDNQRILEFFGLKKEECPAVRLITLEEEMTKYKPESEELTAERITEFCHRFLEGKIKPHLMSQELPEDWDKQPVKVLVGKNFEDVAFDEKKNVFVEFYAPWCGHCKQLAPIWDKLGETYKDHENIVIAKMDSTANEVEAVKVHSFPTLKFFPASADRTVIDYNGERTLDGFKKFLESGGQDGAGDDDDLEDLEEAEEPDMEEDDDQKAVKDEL
# NR2E3 ag-1 = agonists of human NR2E3 nuclear receptor. CHO-S Gal4-NCOR/VP16-NR2E3 two-hybrid, luciferase. inhibition of corepressor binding, % at 3.98 µM. 360,000 compounds, 0.35% hits. AID 602229;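 active = inhibition above the mean of all tested compounds plus 3 SD, cut at about 70% in these data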;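 also: 0% = DMSO with NR2E3 transfected cells and 100% = cells lacking NR2E3 construct; higher means lower luciferase signal from less NR2E3 corepressor binding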
# Target sequence (Q9Y5X4 whole entry, looked up, the tested form may be a part): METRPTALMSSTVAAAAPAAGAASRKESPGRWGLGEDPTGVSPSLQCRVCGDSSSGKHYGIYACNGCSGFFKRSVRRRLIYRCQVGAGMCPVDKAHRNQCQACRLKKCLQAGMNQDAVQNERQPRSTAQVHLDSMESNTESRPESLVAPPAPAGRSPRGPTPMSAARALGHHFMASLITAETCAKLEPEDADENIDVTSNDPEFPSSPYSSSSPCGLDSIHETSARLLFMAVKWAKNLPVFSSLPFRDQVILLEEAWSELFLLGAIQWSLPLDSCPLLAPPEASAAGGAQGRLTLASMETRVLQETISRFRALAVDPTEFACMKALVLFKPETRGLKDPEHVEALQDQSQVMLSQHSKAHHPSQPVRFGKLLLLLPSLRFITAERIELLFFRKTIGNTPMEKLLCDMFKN
# Vif imaging = HIV Vif inhibition; HEK293T cells, Vif self-association by quenched fluorescence, imaging, 24 h; inhibition, % at 7.49 µM; 340,000 compounds, 0.35% hits; AID 602346; in the data active = inhibition above about 50%, passing the limit was not always enough; inconclusive = no clear call, values can overlap the other calls; inactive = below about 31%; also: some results filed as inactive read as strong as hits
# hiPSC survival = increases survival of single human iPS cells. 360,000 compounds, 0.044% hits. hiPSC single-cell survival, ATPlite luminescence; 100% = ROCK inhibitor wells, 0% = DMSO. survival enhancement, % at 20 µM; in the data active = survival enhancement above about 18%;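 also: cells exposed to compounds for 16 hours before the ATP read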
# NR2E3 ag-2 = agonists of human nuclear receptor NR2E3; Q9Y5X4; GST-NR2E3/biotin-RetCOR TR-FRET, 1536-well; AID 2300; 320,000 compounds, 0.12% hits; inhibition of corepressor binding, % at 4.78 µM;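 active = percent inhibition above the cutoff of mean plus 3 SD of all tested compounds, set per screening campaign, cut at about 20% in these data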;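 also: 0% = DMSO wells and 100% = biotin wells as full block of FRET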
#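 Assay system: NR2E3–RetCOR corepressor complex. Quantity: 1.35 nM GST-NR2E3. Buffer or medium: pH 7.5 Tris-based buffer. Reagent: biotinylated RetCOR corepressor at 7 nM final. Schedule: 5 h at 4 °C. Detection: TR-FRET, emission read at 617 and 671 nm. Replicates: one well per compound, singlicate testing.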
# * = called active by the depositor; ? = inconclusive; nt = not tested or not shown.
# Results follow in this order: CaV13 ICDI inh	MITF TRPM1 inh	Exocytosis inh	Peg3 prom inh	HIF-2a inh	aDG glyco act	PDI inh	NR2E3 ag-1	Vif imaging	hiPSC survival	NR2E3 ag-2
> COc1ccc(CNC(=O)CSc2nc3ccc(C)cc3[nH]2)cc1
 : -13	11	-1	-29	-37	0.0	3	2	-4	-0.2	-2
> COc1ccc(C)cc1Nc1nc(-c2c(C)[nH]c3ccccc23)cs1
 : -4	7	-2	14	14	-0.2	5	-15	5	1.1	2
> O=C(CSc1nnc2ccc(-c3ccccn3)nn12)N1CCCC1
 : -1	-1	-12	2	12	0.0	3	-7	-2	-0.5	nt
> Cc1cccc(-n2c(CCN3C(=O)c4ccccc4C3=O)nc3ccccc3c2=O)n1
 : -5	-4	2	20	14	-0.1	1	2	-9	-2.7	nt
> CCCCCCCCC(c1nc2cc(C)c(C)cc2[nH]1)n1c(=O)c(-c2ccccc2Br)nc2ccccc21 (stereo not given)
 : -8	nt	2	1	-5	-0.2	nt	8	-2	-0.4	nt
> O=C(NCCN=C1NS(=O)(=O)c2ccccc21)c1ccc(S(=O)(=O)N2CCOCC2)cc1
 : -5	0	1	12	11	-0.1	11	2	3	-0.2	4
> Cc1nn(Cc2ccccc2)c(Cl)c1C(=O)NC(C)(C)C
 : -2	11	2	-4	6	-0.2	-6	-4	0	-1.7	-3
> Cn1cccc1C(=O)OCC(=O)c1c[nH]c2ccccc12
 : -7	-108	-4	-328	-214	-0.3	24	-103	-2	-0.8	nt
> Cc1ccc(C(=O)NCCN(C)C)cc1C
 : -5	6	0	-5	5	-0.2	-4	1	3	-0.6	1
> CN1CCCc2cc(C=O)ccc21
 : -3	1	-1	8	13	-0.2	10	-8	-5	-0.5	1
> CCOC(=O)/C=c1\s/c(=C\c2ccccc2OC)c(=O)n1CC(=O)N1CCOCC1
 : 0	7	1	7	19	-0.5	-3	9	-1	-2.9	-1
> COc1cccc2c1OCC(CN1CCN(C3CCCCC3)C(CCO)C1)=C2 (stereo not given)
 : -1	-4	6	9	18	-0.3	-6	3	-3	-0.7	-1
> Cc1ccc(S(=O)(=O)N2CCOCC2)cc1C(=O)Nc1ccc(S(=O)(=O)Nc2nccs2)cc1
 : -15	5	0	-6	12	-0.1	1	-10	-1	-0.4	3
> CCOc1ccc(Cl)cc1CNc1nnnn1C
 : -5	12	0	9	16	0.1	1	9	0	-2.2	1
> CCc1ccc(Oc2coc3cc(O)ccc3c2=O)cc1
 : -19	-2	-8	-95	-43	0.0	-1	-68	6	-0.3	1

# (next part)
# Results follow in this order: CaV13 ICDI inh	MITF TRPM1 inh	Exocytosis inh	Peg3 prom inh	HIF-2a inh	aDG glyco act	PDI inh	NR2E3 ag-1	Vif imaging	hiPSC survival	NR2E3 ag-2
> Cc1ccc2c(c1)N(CC(=O)NCC(C)c1ccccc1)C(=O)c1cccnc1O2 (stereo not given)
 : -9	-4	1	16	6	0.1	nt	-8	-13	0.5	-1
> CCNC(=O)C/C(C)=N/NC(=O)C12CC3CC(CC(C3)C1)C2
 : -5	3	4	24	3	-0.1	3	-1	0	-0.6	0
> Cc1nnc(NC(=O)c2ccc(S(=O)(=O)N3CCOCC3)cc2)s1
 : -2	0	20	1	9	-0.1	-2	14	-2	0.1	-2
> CCOC(=O)C(Cc1ccccc1)(NC(C)=O)C(=O)OCC
 : -10	6	10	15	14	0.1	1	3	1	0.8	4
> C/C(CCc1ccccc1)=N\NC(=O)CC(=O)NCCc1ccccc1
 : -18	-5	3	-1	11	-0.3	-15	-9	-4	-2.2	2
> Nc1ccc(C(=O)OCC(=O)N2c3ccccc3Sc3ccccc32)cc1[N+](=O)[O-]
 : -5	6	-2	25	30	0.1	-1	10	1	0.1	1
> Cc1cc(C)n(-c2ccc(C(=O)NC3=NCCS3)cc2)n1
 : -5	-55	-5	-182	-173	0.2	10	-71	-18	1.0	-1
> CCN1CCN(c2nc(SC)nc3sc4c(c23)CC(C)(C)OC4)CC1
 : nt	1	0	22	14	-0.4	0	-11	-11	3.8	nt
> COC(=O)C[C@H]1c2cc(C(F)(F)F)ccc2S(=O)(=O)N1Cc1ccccc1
 : -5	0	-6	13	1	0.6	0	13	-2	0.2	3
> CCCCOc1ccc(Cl)cc1CSc1nnc(CC)n1N
 : -7	-4	-3	10	1	0.2	3	8	-6	2.2	-1
> CCOc1ccc(N2CC(O)(c3ccc(F)cc3)[N+]3=C2CCCC3)cc1 (stereo not given)
 : -7	2	-4	-2	8	0.0	-6	-35	9	-0.6	5
> CC(=O)OCC1CCCC2=C(C)C(=O)CCC21COC(C)=O (stereo not given)
 : -2	-6	1	5	7	-0.1	-2	-14	1	0.7	3
> Cc1cccc2cc(C3CC(c4ccco4)=NN3S(=O)(=O)c3ccccc3)c(Cl)nc12 (stereo not given)
 : -3	-3	-5	8	21	-0.2	0	-6	-12	-1.2	-1
> CC12CCC(c3nnc(SCc4ccc(Cl)cc4)nc31)C2(C)C (stereo not given)
 : nt	6	2	20	17	0.0	-2	-18	-20	-0.9	0
> COc1ccc(NC(=S)N2CCC(c3nc4ccc(Cl)cc4[nH]3)CC2)c(OC)c1
 : -8	13	-1	6	5	-0.2	-1	-1	0	-1.6	0

# Next entries.
# Results follow in this order: CaV13 ICDI inh	MITF TRPM1 inh	Exocytosis inh	Peg3 prom inh	HIF-2a inh	aDG glyco act	PDI inh	NR2E3 ag-1	Vif imaging	hiPSC survival	NR2E3 ag-2
> O=C(Cn1nc(Cl)nc1Cl)c1ccc([N+](=O)[O-])cc1
 : -21	11	2	-16	0	0.2	-4	-32	0	-0.2	-2
> CN(C)c1ccc(N2C(=O)CC(Sc3ccccc3C(=O)O)C2=O)cc1 (stereo not given)
 : nt	-4	37	6	10	0.1	3	-26	-2	-0.4	1
> CNS(=O)(=O)c1ccc(CNC[C@H]2O[C@@H](n3ccc(N)nc3=O)[C@H](O)[C@@H]2O)cc1
 : -6	nt	10	4	1	-0.1	14	-8	1	6.6	nt
> Clc1ccc2scc(CN3CCCC3)c2c1
 : -5	2	11	1	17	0.2	1	-17	4	-0.9	3
> CCC(=O)Nc1nc(-c2ccc3c(c2)OCCO3)cs1
 : -6	-58	-1	-293	-331	0.2	2	-144	14	-1.5	-1
> CCc1nc2c(OCc3ccc(OC(F)F)cc3)cccn2c1N(C)C(=O)c1ccc(OC)cc1
 : -7	nt	7	20	-1	0.3	-2	-12	1	-0.4	nt
> CCSC1(SCC)N=C(N)C2(C#N)C(c3ccc(F)cc3)C12C#N (stereo not given)
 : nt	82*	69*	107*	49*	0.1	3	-7	1	-0.6	16
> CN(Cc1cn(C)nc1-c1ccc(Oc2ccccc2)cc1)Cc1cnc2ccccn12
 : -5	15	22	15	8	0.5	2	27	-19	0.0	2
> CC(OC(=O)Cn1[nH]c(=O)c2ccccc2c1=O)C(=O)NC1(C#N)CCCCC1 (stereo not given)
 : -1	6	5	16	-3	-0.2	2	10	-8	0.5	4
> CC(NC(=S)Nc1ccccc1OC(F)F)C(C)(C)C (stereo not given)
 : -14	14	0	15	22	0.8	12	-15	-1	3.4	-1
> O=C(CSCc1cnn(-c2ccccc2)c1-n1cccc1)NCc1ccccn1
 : -3	-1	0	3	7	0.6	-1	-17	7	-0.2	-4
> CN(C)Cc1cc(CN(C)C)c(O)c(CCc2ccccc2)n1
 : -4	0	1	4	13	0.0	8	-11	0	-0.5	-2
> Cc1ccc(-n2nc3c(c2NC(=O)c2ccc4c(c2)OCO4)CS(=O)(=O)C3)c(C)c1
 : -3	-2	-13	2	21	-0.3	4	-26	-9	0.2	4
> O=C(N/N=C/c1ccc(O)cc1)c1cccc(C(F)(F)F)c1
 : -6	-5	?	-4	0	-0.1	5	4	2	-0.7	5
> CCOC(=O)C1(C)CCCN(C(=O)c2ccc(-c3ccccc3)cc2)C1 (stereo not given)
 : -11	nt	5	-6	-2	0.3	-1	3	-5	8.8	nt

# The results go on:
# Results follow in this order: CaV13 ICDI inh	MITF TRPM1 inh	Exocytosis inh	Peg3 prom inh	HIF-2a inh	aDG glyco act	PDI inh	NR2E3 ag-1	Vif imaging	hiPSC survival	NR2E3 ag-2
> CCN(CC)C(=O)CN(c1cccc(Br)c1)S(C)(=O)=O
 : 3	3	1	7	14	-0.4	-2	-3	-3	-0.7	0
> Cc1ccccc1S(=O)(=O)N1[C@@H](c2ccc(Br)cc2)C(C(=O)O)=CC[C@H]1c1ccc(Cl)cc1
 : -7	-5	2	20	8	0.1	10	79*	-1	9.1	nt
> O=C(NCc1ccccn1)c1nc(-c2ccc(C(F)(F)F)cc2)no1
 : -7	9	1	3	10	0.2	-30	5	-2	1.9	-1
> CCOC(=O)c1[nH]c(C)c(C(=O)OCc2ccccc2F)c1C
 : -3	6	-15	1	-45	0.0	-5	-72	-6	-0.1	0
> O=C(NCCCN1CCOCC1)c1sc2cc(Cl)ccc2c1Cl
 : -6	0	-2	-4	12	-0.4	8	-2	2	2.2	2
> CCOC(=O)c1[nH]nc2c1C(=O)N(CC)C2=O
 : nt	20	0	2	15	0.2	-8	-4	nt	0.5	3
> Cc1ccc(N2NC(=O)/C(=C/c3ccc(-c4ccc(Cl)c(C(=O)O)c4)o3)C2=O)cc1C
 : -6	nt	-2	8	3	-0.2	21	-2	5	2.0	4
> C/C=C(/C)C(=O)OC1CC(C)(C)C[C@H]2C3=CC[C@@H]4[C@@]5(C)CCC(O[C@@H]6O[C@@H](C(=O)O)[C@@H](O)C(O[C@@H]7OC[C@H](O)[C@@H](O)[C@@H]7O[C@@H]7OC(CO)C(O)[C@@H](O)[C@@H]7O)C6O[C@@H]6OC(CO)C(O)C(O)C6O)[C@@](C)(CO)[C@@H]5CC[C@]4(C)[C@]3(C)CC(O)[C@@]12CO (stereo not given in full)
 : nt	53	-1	-5	24	0.6	1	48	1	2.9	nt
> Cc1ccc(S(=O)(=O)N2CCCC(c3nc4c(nnn4Cc4ccc5c(c4)OCCO5)c(=O)[nH]3)C2)cc1 (stereo not given)
 : -5	-1	14	42	14	0.0	7	-2	-5	0.4	2
> Cc1ccccc1NCC(=O)N/N=C/c1ccc([N+](=O)[O-])cc1
 : -14	-2	3	14	7	0.0	4	13	11	-1.0	2
> O=C(CSc1nc(=O)n2ccccc2n1)NCc1ccc(F)cc1
 : -2	-4	4	2	0	0.0	2	-7	-1	-0.1	-3
> CC1(C)C(=O)OC(c2cccc([N+](=O)[O-])c2)C2(CCCCC2)C1=O (stereo not given)
 : 6	8	0	3	12	-0.1	5	-9	-1	-1.3	0
> O=C(CSc1nnc(COc2ccccc2)o1)NCCc1ccccc1
 : 0	-1	2	-2	4	-0.6	-3	-3	1	-1.5	1
> Cc1ccc(-c2ccc(=O)n(CCC(=O)N3CCN(Cc4ccccc4)CC3)n2)cc1
 : -3	9	6	19	15	-0.1	2	14	-7	0.9	2
> CCC(=O)NC(=S)Nc1ccc(NC(=O)c2ccc(C)c([N+](=O)[O-])c2)cc1
 : -14	16	-9	6	6	-0.1	12	-13	1	-1.7	0
